# PfHsp40 yeast – rescue of yeast from PfHsp40 toxicity, primary screen, S. cerevisiae, ATP luminescence. actives 0.68% (n = 340,000). growth rescue, % at 12.5 µM. S. cerevisiae expressing PfHsp40, growth rescue; in the data active = growth rescue above about 28%, passing the limit was not always enough; inconclusive = no clear call, values can overlap the other calls;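 also: yeast W303a lacking pdr1 and pdr3 grown in galactose medium; growth measured after three days at 30 °C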
# CCHFV vOTU inh – CCHFV vOTU protease inhibitors, primary screen, biochemical, Pep-AMC substrate, fluorescence; inhibition, % at 11.5 µM; actives 0.55% (n = 370,000); AID 651958, 2012; in the data active = inhibition above about 30%; also: 0% = vehicle wells with enzyme and 100% = no enzyme wells
# BoNT-F LC inh – BoNT/F light chain protease inhibitors, primary screen, biochemical, flow cytometry, MLPCN library | Multiplex microsphere protease cleavage assay | inhibition, % at 10 µM | actives 0.22% (n = 360,000) | AID 588497, 2011; in the data active = inhibition above about 35%, passing the limit was not always enough; inconclusive = no clear call, values can overlap the other calls; also: plate controls were buffer without enzyme for full effect and enzyme alone for no effect
# PrPC surface inh – inhibitors of human cell surface prion protein PrPC, primary screen, cell-based, TR-FRET. Major prion protein (Homo sapiens), P04156. actives 0.43% (n = 370,000). inhibition, % at 13.8 µM. AID 720596, 2013. TR-FRET read-out; in the data active = inhibition above about 24%; also: 0% = median of the test wells and 100% = reference compound wells
# Anthrax LF prot – Bacillus anthracis LF protease inhibitors, primary screen, biochemical, multiplex microsphere, MLPCN library. inhibition, % at 10 µM. actives 0.12% (n = 360,000). Lethal factor (Bacillus anthracis), P15917. multiplex microsphere protease cleavage assay; also: plate controls were buffer without enzyme for full effect and enzyme alone for no effect
# Target sequence (P15917 whole entry, looked up): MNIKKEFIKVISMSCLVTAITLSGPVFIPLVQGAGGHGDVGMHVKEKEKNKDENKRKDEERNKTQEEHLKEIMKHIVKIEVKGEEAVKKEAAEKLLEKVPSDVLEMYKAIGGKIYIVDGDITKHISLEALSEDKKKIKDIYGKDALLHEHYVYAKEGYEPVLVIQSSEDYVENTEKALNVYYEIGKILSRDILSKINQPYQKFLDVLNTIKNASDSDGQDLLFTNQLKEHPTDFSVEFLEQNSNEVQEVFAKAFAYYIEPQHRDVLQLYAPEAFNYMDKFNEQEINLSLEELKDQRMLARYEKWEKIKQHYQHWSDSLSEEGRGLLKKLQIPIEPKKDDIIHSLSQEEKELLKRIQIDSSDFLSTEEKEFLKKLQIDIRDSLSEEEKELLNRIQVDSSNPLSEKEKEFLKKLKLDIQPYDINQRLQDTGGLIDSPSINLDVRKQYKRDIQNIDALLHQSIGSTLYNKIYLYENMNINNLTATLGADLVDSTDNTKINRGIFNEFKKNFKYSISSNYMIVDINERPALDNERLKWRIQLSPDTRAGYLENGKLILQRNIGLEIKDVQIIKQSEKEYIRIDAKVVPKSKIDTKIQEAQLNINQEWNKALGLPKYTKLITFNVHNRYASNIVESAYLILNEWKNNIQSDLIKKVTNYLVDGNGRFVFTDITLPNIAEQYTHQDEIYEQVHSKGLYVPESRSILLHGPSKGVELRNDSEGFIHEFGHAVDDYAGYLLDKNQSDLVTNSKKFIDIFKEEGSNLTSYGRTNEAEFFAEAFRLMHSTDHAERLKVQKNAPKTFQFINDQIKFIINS
# BoNT-A LC inh2 – BoNT/A light chain protease inhibitors, primary screen, biochemical, flow cytometry, MLPCN library | Botulinum neurotoxin type A light chain protease (Clostridium botulinum A str. ATCC 3502) | multiplex microsphere protease substrate cleavage | inhibition, % at 10 µM | actives 0.17% (n = 360,000) | AID 588499, 2011; also: plate controls were buffer without enzyme for full effect and enzyme alone for no effect
# Yp Topo-I inh – Yersinia pestis topoisomerase I inhibitors, primary screen, biochemical, cleavage product accumulation, plate reader, single point; DNA topoisomerase I (Yersinia pestis CO92); Y. pestis Topo-I cleavage product accumulation; activity, % at 10 µM; actives 0.064% (n = 360,000); in the data active = activity above about 50%, passing the limit was not always enough; inconclusive = no clear call, values can overlap the other calls; also: inactives centre near 2
# TcdB GH inh – TcdB glycohydrolase inhibitors, primary screen, biochemical, single point, plate reader; Toxin B (Clostridioides difficile), P18177; TcdB glycohydrolase enzymatic assay; inhibition, % at 9.99 µM; actives 0.24% (n = 350,000); AID 652162, 2013; in the data active = inhibition above about 10%
# FadD28 binding – inhibitors of FadD28 bisubstrate probe binding, primary screen, biochemical, fluorescence polarization, single point; AID 588549, 2011; inhibition, % at 12.5 µM; actives 0.22% (n = 360,000); in the data active = inhibition above about 8.5%, passing the limit was not always enough; inconclusive = no clear call, values can overlap the other calls
# Numbers without * were called inactive; ? = inconclusive; nt = no result given. Rule as the data show it, unless noted: active = inhibition above about 30%; inconclusive = no clear call, values can overlap the other calls; inactive = below that.
no. | Compound | PfHsp40 yeast | CCHFV vOTU inh | BoNT-F LC inh | PrPC surface inh | Anthrax LF prot | BoNT-A LC inh2 | Yp Topo-I inh | TcdB GH inh | FadD28 binding
1 | CC(=O)N(C(C)=O)n1c(/C=C/c2cccc([N+](=O)[O-])c2)nc2ccccc2c1=O | -0.1 | -2 | -1 | -22 | -1 | 0.4 | 3 | 0.4 | -1.4
2 | CCC[C@@H](O)c1cc2cc(OC)c(OC)cc2c(=O)o1 | -0.8 | 7 | -10 | -11 | 5 | -0.5 | 1 | 1.8 | -2.7
3 | O=C(NN1CCOCC1)c1cc(-c2ccc(Br)s2)nc2ccccc12 | 0.1 | -17 | 2 | -2 | -1 | -0.1 | 5 | -0.9 | -4.4
4 | CN1OC[C@@H]2CN(Cc3ccc(Cl)cc3)[C@H](c3ccc(N4CCCCC4)cc3)C[C@@H]21 | nt | 13 | 2 | -5 | -18 | -7.0 | nt | 1.5 | -1.7
5 | CCOC(=O)N1CCN(c2c(N3CCN(c4cc(C)ccc4C)CC3)c(=O)c2=O)CC1 | -0.8 | 1 | -3 | 6 | 2 | 0.4 | 0 | 0.4 | -4.6
6 | O=C(CNC(=O)c1ccccc1Cl)N/N=C/c1ccc([N+](=O)[O-])s1 | 2.4 | 7 | -3 | -48 | 1 | -0.7 | -11 | 1.9 | -2.8
7 | COC(=O)c1cn(CCOc2ccccc2F)c2ccccc12 | 0.9 | 8 | -6 | 13 | 3 | -0.9 | -1 | nt | -3.2
8 | O=C(CN1CCCC1)NC1C2CC3CC(C2)CC1C3 (stereo not drawn) | 14 | 4 | -2 | 3 | 8 | -1.3 | 6 | -0.5 | -2.4
9 | Cc1cc2occ(CC(=O)N(CCC(C)C)c3c(N)n(Cc4ccccc4)c(=O)[nH]c3=O)c2cc1C | -1.1 | 5 | ? | -3 | 5 | -0.1 | 37 | -2.7 | -0.4
10 | O=C(NCC(=O)N1CC=C(c2ccccc2)CC1)c1ccc(OC(F)F)cc1 | 0.5 | -2 | 10 | -2 | 2 | 1.2 | 21 | 0.0 | -0.7
11 | COc1ccc(-c2cc(C(=O)NN)n(-c3ccccc3)n2)cc1 | -0.3 | 1 | -4 | -3 | 0 | -0.2 | -3 | -0.2 | 0.7
12 | CNC(=O)c1[nH]cnc1C(=O)Nc1cccc(C)c1 | 0.5 | -1 | -6 | -2 | -12 | -0.6 | -9 | 0.9 | -3.6
13 | CCCc1[nH]nc2c1C(c1cccnc1)C(C#N)=C(N)O2 (stereo not drawn) | -0.7 | 1 | 1 | -7 | -1 | -0.7 | -3 | nt | -3.4
14 | COc1ccccc1NC(=S)NC(=O)C(C)C | 0.0 | 4 | -17 | -5 | -8 | -0.9 | 2 | nt | -1.1
15 | CCOC(=O)N1CCC(N2CCCC(CO)(Cc3cccc(Cl)c3)C2)CC1 (stereo not drawn) | 0.7 | -5 | 3 | -10 | 9 | -1.1 | 9 | -1.2 | -1.5
16 | Cc1ccc(S(=O)(=O)NCCC(c2ccccc2)c2ccco2)cc1 (stereo not drawn) | 0.0 | 16 | -4 | 0 | -2 | -0.9 | 8 | nt | -1.0
17 | CCN(CC)S(=O)(=O)c1ccc(N2CCCC2)c(NC(=O)c2ccc(OC)cc2OC)c1 | -0.2 | 17 | 1 | 3 | -2 | -0.1 | 6 | 2.2 | 1.0
18 | Cc1cccc(-c2n[nH]c([N+](=O)[O-])n2)c1 | -0.6 | -8 | -4 | 8 | -11 | -0.8 | 2 | nt | -0.5
19 | CN(CCO)Cc1csc2ccc(Br)cc12 | -0.6 | 4 | -2 | -5 | 0 | 0.3 | -8 | nt | -2.0
20 | O=C(Cn1ncc2c3ccccc3n(Cc3ccccc3)c2c1=O)N1CCN(c2ccccn2)CC1 | 0.0 | nt | -10 | nt | -16 | -1.2 | 10 | nt | -2.5
21 | O=C(CCNS(=O)(=O)c1cccc2nsnc12)Nc1ccc2c(c1)OCCO2 | -1.1 | -9 | -7 | -29 | 0 | 0.1 | 5 | nt | -1.1
22 | COc1cc(C(=O)Nc2ccc3c(c2)N(C(=O)CCN(C)C)c2ccccc2CC3)cc(OC)c1OC | 0.3 | 6 | -14 | -13 | -5 | -0.6 | -3 | -1.5 | -3.7
23 | O=C(OCc1cn([C@H]2CN(C(=O)C3CCCCC3)[C@@H](c3ccc(Cl)cc3)C[C@@H]2O)nn1)c1ccccc1 | nt | 22 | -5 | 1 | 2 | -0.2 | 20 | 0.4 | -0.9
24 | COC(=O)c1n[nH]c2ccccc12 | 0.1 | 3 | -21 | -5 | 6 | 0.3 | -5 | nt | -3.1
25 | CC(C)CN(c1ccccc1)S(=O)(=O)c1nnc(NC(=O)c2ccco2)s1 | -2.4 | 29 | -2 | 3 | 1 | -0.4 | 0 | -0.2 | -2.1
26 | CC(C)c1cc(NC(=O)C(C)(C)C)cc(C(C)C)c1O | -1.4 | 4 | -2 | -3 | -1 | 0.5 | 5 | nt | -1.1
27 | O=c1c2ccccc2nc(/C=C/c2ccc(Cl)cc2)n1CCO | 1.2 | 2 | ? | 1 | 4 | -5.0 | 25 | 0.0 | -3.4
28 | O=C(c1ccc(CNc2c(N3CCOCC3)c(=O)c2=O)cc1)N1CC=C(c2ccccc2)CC1 | -0.7 | -2 | -8 | -1 | -9 | -1.1 | 37 | 1.1 | -2.2
29 | COc1ccccc1C(=O)Nc1ccc(N2CCN(S(C)(=O)=O)CC2)cc1 | 1.0 | -7 | -12 | -12 | -4 | -0.4 | 5 | nt | -4.5
30 | COc1cc(/C=C/C(=O)OCC(=O)NC2CCS(=O)(=O)C2)ccc1OC(F)F (stereo not drawn) | 0.0 | 3 | -9 | 3 | -6 | -1.0 | 4 | 1.2 | -2.9
31 | CCOc1ccccc1N1CC(O)=C(c2nc3ccccc3s2)C1=N | -0.2 | 8 | -15 | 21 | 0 | -0.3 | 1 | 5.3 | -2.0
32 | Cc1ccc(S(=O)(=O)NCCC(c2ccccc2)c2ccccc2)cc1C(=O)O | 1.4 | 18 | -1 | 1 | 0 | 0.0 | 14 | -1.7 | -5.1
33 | CN1C(=O)Cc2cc(S(=O)(=O)NCc3cccs3)ccc21 | 1.1 | -3 | -2 | -7 | -1 | -1.0 | -10 | 0.7 | -3.0
34 | Cn1c2c(c(=O)n(C)c1=O)C(c1ccc(F)cc1)C(C#N)=C(N)O2 (stereo not drawn) | -1.1 | 8 | -7 | -1 | -6 | 0.5 | 3 | 1.0 | -2.0
35 | Cc1ccc(NC(=O)c2oc3c(c2C)C(=O)CC(C)(C)C3)cc1 | 0.1 | 13 | -12 | 1 | 3 | -1.4 | -6 | nt | 0.2
36 | O=C(COC(=O)c1ccc(-c2nnc(-c3ccccc3)o2)cc1)c1ccccc1 | 0.9 | -4 | 1 | -4 | 0 | 0.1 | 1 | -0.7 | -5.0
37 | CC(C)(C)OC(=O)N1CCC(CNC(=O)c2ccc(F)cc2)CC1 | 0.2 | -5 | ? | 3 | 1 | ? | -6 | -0.8 | -3.8
38 | Cc1ccc(-c2cnc(SCC(=O)N3CCCc4ccccc43)n2C)cc1 | 3.2 | 2 | -2 | 11 | -1 | -0.6 | 28 | nt | -1.0
39 | Cc1ccc(OCCSc2nnc(-c3ccncc3)n2C)cc1 | 0.3 | 9 | -7 | -3 | 3 | 0.2 | 7 | nt | -5.1
40 | CCOC(=O)N1CCN(C(=O)CS(=O)(=O)Cc2nc(-c3ccccc3F)oc2C)CC1 | 0.3 | 11 | 6 | 8 | 0 | 2.0 | -11 | 2.1 | 0.2
41 | COc1ccccc1Oc1c(C)oc2cc(OC(=O)c3ccco3)ccc2c1=O | -0.7 | -98 | 1 | 6 | -2 | -0.6 | 24 | nt | -1.3
42 | COc1ccc(Cn2c(C3CC3)nc3ccc(NC(=O)C4CC4)cc3c2=O)cc1 | 7.3 | 4 | 4 | -5 | -3 | 1.0 | 3 | nt | -3.7
43 | CCC1COCCS(=O)(=O)N1Cc1ccccc1C (stereo not drawn) | -1.5 | 7 | -5 | 1 | -12 | -0.6 | 17 | 0.3 | 0.6
44 | Cc1ccc(C(=O)C2=C(O)C(=O)N(Cc3ccco3)C2c2cccc(Cl)c2)o1 (stereo not drawn) | 1.7 | 8 | -6 | 0 | 2 | -0.4 | 22 | 0.5 | 0.2
45 | CCOC(=O)[C@]12CCC=C1N(Cc1ccc(Cl)cc1Cl)C(=O)[C@H](CC(=O)N1CCCC1)C2 | nt | 17 | 5 | 0 | -6 | -0.4 | nt | -0.2 | nt
46 | COCCNC(=O)c1ccc(Cl)c(S(=O)(=O)Nc2cccc(C)c2C)c1 | 0.4 | -10 | 3 | 0 | -5 | -2.7 | -4 | 0.0 | -3.5
47 | CC(C)CC(NS(=O)(=O)OCC(Cl)(Cl)Cl)c1ccccc1 (stereo not drawn) | 7.6 | 17 | 0 | 7 | -8 | -1.3 | 30 | 1.4 | -8.5
48 | CCCNC(=O)COc1ccc(-c2nn(C)c(=O)c3ccccc23)cc1 | -0.9 | -8 | 22 | 9 | -6 | -2.1 | -2 | -1.6 | -2.7
49 | Cc1cccc(N2CCN(C(=O)CN3C(=O)NC4(CCCCCC4)C3=O)CC2)c1C | 8.0 | -6 | 5 | 3 | 0 | -1.6 | 13 | 1.0 | -3.6
50 | CC(C)c1ccc(NC(=O)[C@@H](NC(=O)N2CC(=O)Nc3ccccc32)C(C)C)cc1 | 1.5 | 27 | 2 | 4 | -1 | -2.0 | 32 | 1.7 | -6.1
51 | COc1ccc(CNC2C[C@H]3CCCC(=O)N4CC[C@@H](C2)[C@@H]34)cc1 (stereo partly drawn) | 0.1 | 7 | -7 | -13 | -1 | -0.1 | -2 | -0.3 | -1.5
52 | C(=C\c1ccccc1)/CN1CCN(C(c2cc3ccccc3o2)c2nnnn2-c2ccc3c(c2)OCCO3)CC1 (stereo not drawn) | nt | 0 | 0 | -6 | 5 | 0.6 | nt | 0.4 | 0.0
53 | CCCC(NC(=O)CCc1c(C)c2cc3c(-c4ccccc4)coc3cc2oc1=O)C(=O)O (stereo not drawn) | 0.1 | 14 | 21 | -5 | -1 | 2.5 | 13 | -3.7 | -3.5
54 | CC(Oc1cccc(Cl)c1)C(=O)Nc1ccc([N+](=O)[O-])cn1 (stereo not drawn) | 1.4 | 17 | 1 | -13 | 1 | -0.5 | 0 | nt | -3.8
55 | Cc1ccc(-n2c(O)c(/C=N/N3CCCCCC3)c(=O)[nH]c2=O)cc1C | nt | -8 | -9 | 10 | 5 | 0.1 | 3 | -1.0 | -0.2
56 | CCc1ccc(-c2nc(CS(=O)CC(=O)O)c(C)o2)cc1 (stereo not drawn) | -1.5 | 14 | -9 | 5 | -4 | -0.7 | 11 | 2.6 | -3.1
57 | COc1ccc(/C(N)=N/OC(=O)c2ccc(Br)o2)cc1 | 1.1 | 10 | 1 | -7 | -3 | 1.2 | 7 | 1.6 | -0.5
58 | Cc1ccc2nc(N3CCC(C(=O)N4CCC5(CC4)OCCO5)CC3)sc2c1 | 2.6 | 0 | 1 | 6 | -4 | 0.5 | 22 | nt | -0.2
59 | COc1ccc(Cl)cc1CN1CCOCC1 | -1.7 | 15 | ? | -14 | -7 | -3.5 | 10 | 0.3 | -0.6

# Screening data deposited in PubChem BioAssay by several laboratories.
